From PubChem BioAssay
PP5 inh: PP5 (human) phosphatase inhibition | AID 1987 | inhibition, % at 6.7 µM | purified PP5c, OMFP substrate fluorescence | 0.18% of 320,000 active;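 active = inhibition above the campaign's mean inhibition across all tested compounds plus 3 SD, cut at about 9.5% in these data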;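 also: 0% = DMSO only and 100% = 100 µM cantharidin control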
proCasp7 act: counter-screen: procaspase-7 (human) activation. 0.093% of 330,000 active. P55210. recombinant procaspase-7, Ac-DEVD-pNA absorbance 405 nm; D23A/D198A/D206A triple mutant, cannot self-cleave; scale: DMSO 0, 5 µM enzyme 100. activation, % at 8.5 µM;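 active = percent activation above the screen-wide mean plus 3 SD, cut at about 25% in these data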
Target sequence (P55210 whole entry D23A/D198A/D206A): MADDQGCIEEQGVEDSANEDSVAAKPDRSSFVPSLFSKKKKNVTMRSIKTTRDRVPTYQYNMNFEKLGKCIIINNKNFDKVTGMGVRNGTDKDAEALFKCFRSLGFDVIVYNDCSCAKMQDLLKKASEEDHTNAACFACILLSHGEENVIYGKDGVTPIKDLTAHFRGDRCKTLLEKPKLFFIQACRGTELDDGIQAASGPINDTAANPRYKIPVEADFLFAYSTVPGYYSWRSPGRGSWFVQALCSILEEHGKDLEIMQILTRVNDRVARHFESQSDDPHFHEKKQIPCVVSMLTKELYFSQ
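System: Uncleavable procaspase-7 mutant enzyme; Amount: 2 µM procaspase-7 mutant as dispensed; Schedule: 1 h compound preincubation, 2 h substrate cleavage, 25 °C; Measured by: 405 nm absorbance of p-nitroaniline; Evaluation: percent activation from buffer-corrected 0–120 min absorbance change; Control set: low DMSO alone, high DMSO plus 5 µM PC-7.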
PP1 inh: PP1-alpha (human) inhibition in PP5 counter-screen | purified PP1alpha, OMFP fluorescence | inhibition, % at 6.7 µM | 0.9% of 320,000 active | AID 2235;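 active = inhibition above the mean inhibition of all tested compounds plus 3 SD, computed separately for each screening campaign, cut at about 15% in these data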
Target sequence (P62136 whole entry, looked up): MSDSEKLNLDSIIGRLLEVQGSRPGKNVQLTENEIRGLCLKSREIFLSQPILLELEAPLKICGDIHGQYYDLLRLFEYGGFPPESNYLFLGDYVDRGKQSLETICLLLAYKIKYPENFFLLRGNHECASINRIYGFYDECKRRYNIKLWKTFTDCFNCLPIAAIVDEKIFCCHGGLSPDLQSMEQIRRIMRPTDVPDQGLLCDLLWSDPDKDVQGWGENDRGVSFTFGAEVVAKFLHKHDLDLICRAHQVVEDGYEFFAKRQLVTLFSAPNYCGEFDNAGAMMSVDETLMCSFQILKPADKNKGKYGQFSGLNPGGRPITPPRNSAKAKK
core dimer inh: HCV core protein dimerization inhibition. inhibition, % at 5 µM. TR-FRET GST/Flag-core106 dimerization, 1536-well. AID 1899. 0.33% of 300,000 active;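 active = inhibition above the mean of all tested compounds plus 3 SD, set per screening campaign, cut at about 45% in these data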
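assay system = GST-tagged and Flag-tagged HCV core protein residues 1-106 | controls = unlabelled core106 and no-GST-core106 wells | incubation = compound-protein-antibody incubation 4 h at 22.5 °C | probe or stimulus = Eu donor and XL665 acceptor anti-tag antibodies | read-out = % inhibition based on acceptor/donor emission ratio | signal = TR-FRET 671 and 617 nm emission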
JMJD2C inh: blocks human GASC-1 demethylase activity. GST-JMJD2C(1-420) H3K9me3 demethylation, DELFIA europium. inhibition, % at 2.35 µM. 0.069% of 330,000 active;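 active = more than half of a compound's replicate wells show inhibition beyond 50%, single wells judged on their own value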;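 also: signal counts dimethyl H3K9 product captured on neutravidin plate; 0% = median of DMSO wells and 100% = 0.3 times that DMSO median; strong numbers were not always called active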
Fh CTSL1 inh: cathepsin L1 inhibition, PFM18AAP counter-screen; recombinant F. hepatica cathepsin L1, Z-Leu-Arg-MCA fluorescence; 0.49% of 300,000 active; inhibition, % at 5.96 µM;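 active = inhibition above the mean of all tested compounds plus 3 SD, set per screening campaign, cut at about 17% in these data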;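 also: 0% = plate median of test compound wells and 100% = 1 µM Z-Phe-Ala-diazomethylketone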
TPT1 inh: C. albicans TPT1 enzyme inhibition; recombinant caTPT1, FP RNA substrate dephosphorylation; inhibition, % at 5 µM; 0.81% of 300,000 active;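 active = inhibition above the mean of all tested compounds plus 3 SD, set per screening campaign, cut at about 24% in these data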;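 also: plate controls were DMSO alone for no effect and ferristatin control at 100 nM for full effect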
procasp3 activ: activators of human procaspase-3 | AID 463141 | activation, % at 8.5 µM | 0.11% of 330,000 active | recombinant procaspase-3 D3A, Ac-DEVD-pNA absorbance 405 nm;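 active = activation above the mean of all tested compounds plus 3 SD, cut at about 21% in these data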;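 also: 0% = DMSO alone and 100% = DMSO wells spiked with extra 5 µM PC-3 D3A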
Target sequence (P42574 whole entry D9A/D28A/D175A): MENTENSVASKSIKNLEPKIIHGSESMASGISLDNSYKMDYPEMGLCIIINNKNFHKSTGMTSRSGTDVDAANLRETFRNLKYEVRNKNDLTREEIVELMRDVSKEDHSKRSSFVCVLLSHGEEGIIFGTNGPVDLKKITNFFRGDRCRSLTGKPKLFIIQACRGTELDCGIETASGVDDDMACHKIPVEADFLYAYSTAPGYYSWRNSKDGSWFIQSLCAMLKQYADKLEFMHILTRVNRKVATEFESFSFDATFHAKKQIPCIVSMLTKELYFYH
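Assay system – Procaspase-3 D3A mutant, all three cleavage aspartates alanine · Controls – DMSO-only low control, 5 µM PC-3 D3A high control · Schedule – 1 h compound preincubation, 2 h substrate hydrolysis at 25 °C · Signal – 405 nm absorbance of p-nitroaniline, reads at 0 and 120 min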
Efflux pump inh: blocks antifungal efflux pumps in multiplex yeast assay; S. cerevisiae Candida pump triplex, Nile Red efflux; inhibition, % at 10 µM; 0.44% of 330,000 active; AID 485275;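 active = plate passing quality check with inhibition over a set limit, or well fluorescence over plate mean plus 4 SD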;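 also: Nile Red retained in pooled yeast measured as flow cytometry median fluorescence; 0% = buffer negative control and 100% = Enniatin B positive control; higher means more Nile Red kept so more efflux inhibition; some compounds called inactive have numbers as strong as hits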
The depositor's hits bear a star; nt = not tested or not shown.

Molecule | PP5 inh | proCasp7 act | PP1 inh | core dimer inh | JMJD2C inh | Fh CTSL1 inh | TPT1 inh | procasp3 activ | Efflux pump inh
CCC1CCc2c(sc(NC(=O)c3cccnc3)c2C(N)=O)C1 (stereo not given) | 0.0 | -7 | -2 | -3 | 4 | 2 | -4 | 0 | -0.2
O=C(O)/C=C/c1ccc(OCCCF)cc1 | 0.6 | -3 | -2 | -2 | -17 | 2 | -6 | -2 | 0.1
O=C(NNC(=O)[C@H]1CC=CC[C@H]1C(=O)O)c1ccc(Cl)cc1Cl | -3.6 | -14 | -9 | 1 | 7 | 12 | -5 | 4 | 0.1
Cc1cccc(C)c1NC(=O)CC1SC2=NCCN2C1=O (stereo not given) | 1.8 | 7 | -1 | 26 | -1 | 0 | 1 | -3 | 0.0
O=C(c1cccs1)N1CCC(c2nc3c(nnn3Cc3ccccc3Cl)c(=O)[nH]2)CC1 | 1.5 | 8 | 3 | 9 | 2 | -2 | 0 | 12 | 0.1
CCOc1cc(C2C3=C(CCCC3=O)Nc3ccc4ncccc4c32)ccc1O (stereo not given) | 4.3 | -5 | 1 | 1 | -7 | 0 | 0 | 9 | -0.2
CC(C)Cc1nnc(NC(=O)CCC(=O)NCCc2ccc(Cl)cc2)s1 | -3.6 | -2 | -4 | 11 | -4 | 9 | -3 | 2 | -0.1
COc1ccc(Br)cc1CNC(=O)C1CCN(C(=O)N(C)C)CC1 | 0.2 | -1 | -3 | -5 | 2 | 0 | 3 | -6 | 0.1
COc1ccc(CNC(=O)COc2ccc(F)cc2)cc1 | -1.2 | 8 | -1 | -1 | -5 | -4 | -3 | 1 | 0.2
CCSc1nnc(NC(=O)COc2ccccc2[N+](=O)[O-])s1 | -1.5 | 0 | 2 | -3 | 14 | -2 | 2 | 6 | 0.1
Cc1[nH]c2ccc(S(N)(=O)=O)cc2c1C | 0.2 | -1 | -6 | -2 | 0 | -1 | 1 | 0 | -0.1
CCOC(=O)Cn1c(CN2CCOCC2)nc2c1c(=O)[nH]c(=O)n2C | 1.7 | 5 | -2 | -9 | 3 | -3 | -4 | 6 | -0.2
O=C1/C(=C/c2ccc(Cl)cc2)NC(=S)N1Cc1cccnc1 | 2.7 | -3 | -9 | -3 | 0 | 8 | -1 | -3 | -0.1
COc1ccc2cc3cc(C(=O)NCCN4CCc5ccccc5C4)oc3nc2c1 | 3.1 | -6 | 0 | 2 | 9 | 3 | 2 | -3 | 0.1
CC(C)N1CC(O)=C(c2nc3ccccc3[nH]2)C1=N | 2.4 | -6 | 0 | -10 | -6 | 3 | 2 | -3 | -0.1
CCC(CO)Oc1cc(NCc2cc(C)cc(C)c2)c2ncn(C(C)C)c2c1 (stereo not given) | nt | 2 | nt | nt | 7 | nt | nt | 2 | -0.2
COc1ccc2nc(SCC(N)=O)[nH]c2c1 | 1.8 | 5 | -1 | -2 | -16 | -3 | 3 | 11 | 0.0
O=C1/C(=C\c2cccc([N+](=O)[O-])c2O)SC(=S)N1Cc1ccccc1 | -3.7 | -30 | 2 | 10 | -3 | 3 | 0 | -17 | 0.8
Cc1cc(NC(=O)CSc2nc(C(C)C)nc3c2c(=O)n(C)c(=O)n3C)no1 | 0.3 | 2 | 4 | 1 | 0 | 3 | 1 | 2 | 0.0
C=CCSc1nc2[nH]ncc2c(=O)[nH]1 | 3.4 | 3 | 0 | -7 | 4 | -6 | -2 | -10 | -0.2
CCC(C)NC(=S)Nc1ccc(C(=O)OC)cc1 (stereo not given) | 2.2 | 4 | -6 | 5 | 2 | -4 | -2 | 7 | 0.1
Cc1csc(NC(=O)Nc2cccc(Cl)c2)n1 | 1.7 | 8 | 3 | -2 | 4 | 3 | -4 | 10 | -0.1
O=c1ccc(/C=C/c2ccccc2)nn1Cc1ccccc1Cl | 2.1 | 1 | 1 | 10 | 0 | 5 | 0 | -1 | 0.2
Cc1cc(C)c(NC(=O)CN2C(=O)NC3(CCCCC3)C2=O)c(C)c1 | -4.5 | -4 | -3 | 0 | 6 | 2 | -2 | -8 | 0.0
COc1ccc(C[C@H]2CN3C(=NC[C@@H]3Cc3ccc(O)cc3)N2CCNC(=O)c2ccc(C)c(Br)c2)cc1 | 3.9 | 13 | 13 | -4 | -5 | -2 | 1 | 1 | nt
COc1cccc(CN(C)C(=O)C(Cc2ccccc2)NC(=O)c2ccccc2)c1OC (stereo not given) | -2.3 | 9 | -3 | 9 | 10 | 1 | 2 | 6 | -0.2
CCN1C(=NCc2cc(OC)c(OC)c(OC)c2)N[C@@H](c2ccccc2)[C@H](C(=O)OC)[C@H]1C | 2.0 | -9 | 0 | -9 | -13 | -4 | -5 | -4 | -0.1
CCCc1cc(=O)oc2c(CN3CCCC3)c(O)c(Cl)cc12 | 0.2 | 4 | 3 | 4 | -6 | 0 | -1 | 4 | 0.0
CC(C)Oc1ccc(CN2CCCC(CO)(Cc3ccccc3)C2)cc1CO (stereo not given) | 2.4 | 3 | 3 | -3 | -29 | -3 | -2 | 1 | -0.3
COc1ccc(N=N/C(C(C)=O)=C(/C)O)cc1 | 0.4 | 2 | -8 | -6 | 2 | 1 | 0 | -9 | 0.0
S=c1cnc2ccccc2[nH]1 | 1.4 | -14 | -3 | -9 | 1 | -3 | 1 | -17 | 0.1
Cn1c(C(=O)Nc2ccc3c(c2)OCO3)cc2c(=O)n(C)c3ccccc3c21 | 1.3 | 10 | -4 | 7 | -8 | 2 | 6 | 9 | 0.0
Cn1c(SCc2n[nH]c(=S)n2-c2ccccc2)nnc1-c1ccccc1 | 1.1 | -9 | -4 | -9 | 5 | -1 | 2 | 1 | -0.2
CCC(=O)N1CCc2cc(Br)cc(S(=O)(=O)CCC(=O)NCCc3ccccc3)c21 | -1.2 | -2 | -6 | -3 | 3 | -3 | 2 | 4 | -0.2
Cc1ccnc(N2CCC(C(=O)Nc3ccc4c(c3)CCC4)CC2)n1 | 4.2 | 3 | 2 | 4 | 9 | 2 | 3 | 0 | 0.2
NC(=O)CSc1nnc(-c2ccncc2)o1 | 2.6 | 1 | -2 | 2 | -3 | -4 | 0 | 8 | 0.0
Cc1oc(-c2ccoc2)nc1CN(CC1CCC(=O)N1)C(C)C (stereo not given) | -1.0 | 0 | -1 | -4 | -2 | 0 | -3 | 7 | -0.1
CCOCCCNc1nc2c([nH]1)c(=O)n(C)c(=O)n2C | -3.7 | -10 | 1 | -10 | 6 | 0 | -1 | 0 | -0.1
CC(Sc1nc2cc(Cl)ccc2s1)C(=O)Nc1ccc2c(c1)OCO2 (stereo not given) | 3.0 | -1 | 7 | 34 | -3 | -3 | 2 | 7 | -0.1
O=C(Nc1ccncc1)c1ccc(NS(=O)(=O)c2cccc(F)c2)cc1 | 4.0 | 4 | -1 | -10 | 6 | 1 | -4 | -4 | -0.5
CN(C)c1ccc(C(=O)N=c2sccn2C)cc1[N+](=O)[O-] | 2.8 | -5 | -2 | -1 | 6 | 3 | -1 | 2 | -0.3
Cc1ccc(OCC(=O)NCc2ccco2)c([N+](=O)[O-])n1 | 2.4 | -10 | -6 | -1 | 1 | -4 | 2 | 6 | 0.6
CS(=O)(=O)Nc1ccc(C2=NN(S(C)(=O)=O)C(c3ccc4c(c3)OCO4)C2)cc1 (stereo not given) | 0.8 | 16 | 0 | 2 | -14 | 2 | 4 | 10 | -0.3
CC(C)C1C(=O)CC(c2ccccc2)NC1c1ccccc1 (stereo not given) | 3.1 | -1 | 1 | -5 | -7 | -3 | -3 | -4 | 0.1
CCC(=O)N1CCN(c2ccc(NC(=O)COc3ccc(C)cc3C)cc2)CC1 | -5.3 | -12 | 1 | 1 | -7 | 4 | -1 | -11 | 0.3
Cc1ccc(/C=C/S(=O)(=O)Nc2ccc(C)cc2)cc1 | 5.5 | -1 | 3 | 18 | -17 | -1 | -1 | 0 | -0.2
O=C(NNC(=S)Nc1ccccc1)c1cc(Br)ccc1Cl | 3.3 | -8 | 0 | 2 | -1 | 0 | 2 | -8 | -0.3
Cc1ccc(-n2c3c(cc(C(=O)NCCCN4CCOCC4)c2=O)C(=O)CC(C)(C)C3)cc1 | 0.8 | -1 | -2 | 5 | 18 | 0 | 0 | 1 | -0.1
CCOc1ccc(N2C(=O)C(CC(=O)Nc3ccccc3)N(Cc3ccccn3)C2=S)cc1 (stereo not given) | 4.4 | 1 | 3 | 1 | 18 | -1 | -1 | 4 | -0.2
COc1ccc(NC(=O)CSc2nn3c(=O)c(C)nnc3s2)cc1 | 0.9 | -3 | 0 | 15 | 13 | 2 | 1 | 5 | 0.1
Cc1ccc(S(=O)(=O)NCC(=O)OCc2cc(=O)oc3cc(C)ccc23)cc1 | -2.5 | -3 | -3 | nt | 0 | nt | nt | -4 | -0.2
O=C(/C=C/c1c(F)cccc1Cl)Nc1cccnc1 | 0.6 | 12 | 3 | -2 | 6 | 4 | 4 | -2 | 0.3
Cc1ccc(C(=O)NCCNC(=O)CN2CCCC2)cc1 | 2.3 | -3 | -3 | 3 | 0 | 0 | 5 | 6 | 0.2
CSc1nc(C)cc(-c2cc(C(=O)Nc3ccccc3)on2)n1 | 2.4 | 9 | -2 | 0 | -5 | 2 | 4 | -1 | -0.1
C[C@@H]1CN([C@@H](C)CO)C(=O)c2cccc(NC(=O)C3CCOCC3)c2O[C@H]1CN(C)S(=O)(=O)c1ccc(Cl)cc1 | nt | -2 | nt | nt | 8 | nt | nt | 4 | 0.2
O=C(C[n+]1ccc(C(=O)NCc2ccccc2)cc1)c1ccc(OC(F)F)cc1 | -1.0 | 2 | -2 | -2 | -4 | 1 | -3 | 7 | 0.2
COc1cccc(CNC(=O)CCC2CCCN(C(=O)c3ccccc3N(C)C)C2)c1 (stereo not given) | 0.5 | 3 | 1 | -3 | -22 | 1 | 2 | 0 | 0.1
COC(=O)c1c(-c2ccccc2OC)sc2ccc(OC)cc12 | 2.1 | 3 | -2 | nt | -6 | nt | nt | 1 | -0.6
O=c1cc(-c2ccccc2)nc2cc(-c3ccc(F)cc3)[nH]n12 | 5.3 | 3 | 9 | -2 | -22 | -1 | -2 | 1 | 0.1
O=C1CCC([N+](=O)[O-])C(c2cccc(Cl)c2Cl)N1 (stereo not given) | 1.0 | 7 | -6 | -3 | -12 | 0 | 3 | -4 | 0.2
